OX1R antag-1: OX1R (human) antagonism; 330,000 tested, 1.8% active; AID 485270; O43613; OX1R-expressing cells, FRET antagonist read-out; inhibition, % at 6.6 µM; in the data active = inhibition mostly above about 38%, no sharp cut-off; inactive = mostly below about 40%;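 note: 0% = agonist challenge alone and 100% = reference antagonist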
Target sequence (O43613 whole entry, looked up): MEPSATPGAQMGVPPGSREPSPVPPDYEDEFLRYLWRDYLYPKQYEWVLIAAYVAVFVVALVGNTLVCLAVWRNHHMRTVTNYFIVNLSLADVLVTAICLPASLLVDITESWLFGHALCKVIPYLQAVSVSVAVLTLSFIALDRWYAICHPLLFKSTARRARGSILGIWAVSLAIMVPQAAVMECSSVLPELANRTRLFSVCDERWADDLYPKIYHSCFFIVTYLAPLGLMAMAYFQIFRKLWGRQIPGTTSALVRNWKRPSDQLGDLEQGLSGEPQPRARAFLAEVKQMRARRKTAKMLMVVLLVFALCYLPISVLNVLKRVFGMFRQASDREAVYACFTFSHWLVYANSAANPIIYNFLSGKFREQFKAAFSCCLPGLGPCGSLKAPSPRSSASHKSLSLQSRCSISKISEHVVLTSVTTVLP
OX1R antag-2: antagonists of human orexin 1 receptor. inhibition, % at 5 µM. AID 434989. 330,000 tested, 0.43% active. CHO/OX1R cells, Fluo-8 calcium fluorescence, orexin A;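 active = inhibition above its plate's threshold, mean inhibition of all tested compounds on the plate plus 3 SD, cut at about 37% in these data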;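 note: 0% = orexin A challenge wells and 100% = SB-334867-A antagonist wells; not every result past the cut was called active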
The depositor's hits bear a star.

The first 19 records, ahead of the listing:
OX1R antag-1	OX1R antag-2	Structure
4	-4	Cc1ccc(NC(=O)c2ccc(=O)[nH]c2)cc1S(=O)(=O)N1CCCCCC1
5	-12	Clc1nc(CN2CCCCC2)nc2sc3c(c12)CCCC3
15	-6	CC(=O)Nc1cccc2c1C(=O)N(c1ccc(C)cc1)C2=O
19	-18	CN(C)S(=O)(=O)c1ccc(S(=O)(=O)N2CCCC(C(=O)NC3CC3)C2)cc1 (stereo unspecified)
6	11	CC(=O)N(C)c1nc(N)n(-c2ccccc2)n1
20	5	CN1CCN(C(=O)/C(=C/c2ccc(N(C)C)cc2)NC(=O)c2ccccc2)CC1
1	-15	COc1cccc(CC(=O)OCC(=O)NCCc2ccc(F)cc2)c1
15	18	Cc1ccccc1-c1cc(C(=O)NCC2CC2)nn1CC1CC(c2cccc([N+](=O)[O-])c2)=NO1 (stereo unspecified)
3	-32	CCCCSc1nnc(NC(=O)CCc2ccccc2)s1
12	-14	C=CCC1(C#N)C(SC)=NC2=C(C(=O)CC(C)(C)C2)C1c1ccc(Br)cc1 (stereo unspecified)
7	-15	C=CCNCCCCOc1ccccc1-c1ccccc1
51*	17	COc1cc(NC(=O)C2CCN(S(=O)(=O)c3cccs3)CC2)cc(OC)c1
15	-11	CC(NC(=S)Nc1c(Cl)cccc1OC(F)F)C(C)(C)C (stereo unspecified)
25	40*	CN1Cc2sc(NC(=S)NC(=O)c3ccccc3)c(C#N)c2CC1(C)C
10	-49	Cc1cc(NC(=O)C(C)SCC(=O)Nc2ccccc2N2CCCC2)no1 (stereo unspecified)
25	-9	COc1ccc(Nc2ccc(N3C(=O)CCCC3=O)cc2[N+](=O)[O-])c(OC)c1
23	-22	COc1cccc(/C=N/NC(=O)c2c(-c3ccccc3)noc2C)c1OC
9	-3	COCCn1c(SCC(=O)N2CC(C)OC(C)C2)nc2c([nH]c3ccccc32)c1=O (stereo unspecified)
18	-29	O=C(Nc1ccc2c(c1)CCC2)c1ccccc1Br

The whole of this part, from the start:
OX1R antag-1	OX1R antag-2	Structure
4	-4	Cc1ccc(NC(=O)c2ccc(=O)[nH]c2)cc1S(=O)(=O)N1CCCCCC1
5	-12	Clc1nc(CN2CCCCC2)nc2sc3c(c12)CCCC3
15	-6	CC(=O)Nc1cccc2c1C(=O)N(c1ccc(C)cc1)C2=O
19	-18	CN(C)S(=O)(=O)c1ccc(S(=O)(=O)N2CCCC(C(=O)NC3CC3)C2)cc1 (stereo unspecified)
6	11	CC(=O)N(C)c1nc(N)n(-c2ccccc2)n1
20	5	CN1CCN(C(=O)/C(=C/c2ccc(N(C)C)cc2)NC(=O)c2ccccc2)CC1
1	-15	COc1cccc(CC(=O)OCC(=O)NCCc2ccc(F)cc2)c1
15	18	Cc1ccccc1-c1cc(C(=O)NCC2CC2)nn1CC1CC(c2cccc([N+](=O)[O-])c2)=NO1 (stereo unspecified)
3	-32	CCCCSc1nnc(NC(=O)CCc2ccccc2)s1
12	-14	C=CCC1(C#N)C(SC)=NC2=C(C(=O)CC(C)(C)C2)C1c1ccc(Br)cc1 (stereo unspecified)
7	-15	C=CCNCCCCOc1ccccc1-c1ccccc1
51*	17	COc1cc(NC(=O)C2CCN(S(=O)(=O)c3cccs3)CC2)cc(OC)c1
15	-11	CC(NC(=S)Nc1c(Cl)cccc1OC(F)F)C(C)(C)C (stereo unspecified)
25	40*	CN1Cc2sc(NC(=S)NC(=O)c3ccccc3)c(C#N)c2CC1(C)C
10	-49	Cc1cc(NC(=O)C(C)SCC(=O)Nc2ccccc2N2CCCC2)no1 (stereo unspecified)
25	-9	COc1ccc(Nc2ccc(N3C(=O)CCCC3=O)cc2[N+](=O)[O-])c(OC)c1
23	-22	COc1cccc(/C=N/NC(=O)c2c(-c3ccccc3)noc2C)c1OC
9	-3	COCCn1c(SCC(=O)N2CC(C)OC(C)C2)nc2c([nH]c3ccccc32)c1=O (stereo unspecified)
18	-29	O=C(Nc1ccc2c(c1)CCC2)c1ccccc1Br
14	-12	CCOC(=O)c1ccc(N/N=C/c2cc(Br)cc([N+](=O)[O-])c2O)cc1

Already shown: 4 of the compounds above.
OX1R antag-1	OX1R antag-2	Structure
4	-4	Cc1ccc(NC(=O)c2ccc(=O)[nH]c2)cc1S(=O)(=O)N1CCCCCC1
5	-12	Clc1nc(CN2CCCCC2)nc2sc3c(c12)CCCC3
15	-6	CC(=O)Nc1cccc2c1C(=O)N(c1ccc(C)cc1)C2=O
19	-18	CN(C)S(=O)(=O)c1ccc(S(=O)(=O)N2CCCC(C(=O)NC3CC3)C2)cc1 (stereo unspecified)

Carrying on:
OX1R antag-1	OX1R antag-2	Structure
9	0	COc1ccccc1OCC(=O)NCC1CCCN(Cc2cnn(C)c2C)C1 (stereo unspecified)
-3	1	Cc1nnc(SCC(=O)Nc2ccccc2)n1CCc1ccccc1
41	-9	O=C1CCCC(O)=C1C=Nc1ccc2c(c1)oc1ccccc12
29	-33	COc1ccc(C2/C=C\CN(CC(C)(C)C)CC(=O)N2Cc2ccc(F)cc2)cc1 (stereo unspecified)
34	5	CCOC(=O)Cc1csc(SCC(=O)Nc2cccc(Cl)c2)n1
12	-19	COC(C(=O)NNC(=O)CCc1ccccc1)c1ccccc1 (stereo unspecified)
-2	0	CC(=O)Oc1cccc(N2C(=O)C3CC=C(Cl)CC3C2=O)c1 (stereo unspecified)
14	-14	COc1ccc(/C=N/NC(=O)CCCCCNC(=O)c2ccccc2)cc1
2	-21	COc1ccccc1/C=N/NC(=O)CSc1ccc2ccccc2n1
-11	-2	O=S(=O)(NCC1CC1)c1ccc(F)c(Cl)c1
35	-24	COc1ccccc1OCCNC(=O)c1ccccc1C
10	-2	Cc1cc(C)n2c(SCC(=O)NC3CCCCC3C)nnc2n1 (stereo unspecified)
-2	-4	O=C(O)c1cc(NCc2ccccc2)ccc1N1CCOCC1
15	-7	Cn1c(N)c(C(=O)CSc2nc(C3CC3)n(-c3ccccc3)n2)c(=O)n(C)c1=O
23	-31	O=C(c1ccccc1)N1CCN(CC(O)COCC2CC=CCC2)CC1 (stereo unspecified)
12	-10	O=C(c1ccccc1C(F)(F)F)N1CCN(S(=O)(=O)c2ccccc2)CC1
2	7	CCOc1ccc(N2CC(C(=O)NCc3ccc(F)cc3)CC2=O)cc1 (stereo unspecified)
18	-19	CN(C)c1ccc(C=C(c2nnnn2-c2ccccc2)c2nnnn2-c2ccccc2)cc1
10	-5	Cc1ccc(CO/N=C/C2=C(Cl)c3ccccc3CC2)cc1
2	8	Cc1cc(C)c(-n2[nH]nnc2=S)c(C)c1
7	-16	COc1ccc2nc(Cl)cc(Cl)c2c1
19	-21	CC12CCC(C(=O)N(CCCN3CCN(Cc4ccccc4)CC3)C1=O)C2(C)C (stereo unspecified)
23	3	Cc1cc(C)c(S(=O)(=O)n2cnc3ccccc32)c(C)c1
-4	-6	COc1ccccc1CNC(=O)Cn1cnc2ccccc2c1=O
35	3	Cc1ccc(CNC(=O)C2CCC(=O)N(CCCN3CCOCC3)C2)cc1 (stereo unspecified)
19	-2	CCCOC(=O)/C(C)=N\NC(=O)c1ccco1
11	-36	CCOc1ccc(S(=O)(=O)n2ccc(C)n2)cc1
10	-15	CCOC(=O)c1ccc(NS(=O)(=O)c2ccc(-c3coc(C)n3)cc2)cc1
6	-17	Cc1ccc(NC(=O)c2ccc3c(c2)C(=O)N(Cc2cccnc2)C3=O)c(C)c1
14	1	O=C(CSCc1ccc(F)cc1)N1CCOCC1
42	-11	CC1(C)Cc2c(C#N)c(NCc3ccco3)nc(-c3ccco3)c2CO1
6	-11	O=C(CCC1COc2ccccc2O1)Nc1cccnc1 (stereo unspecified)
7	-4	Cc1onc(-c2ccc(Cl)cc2Cl)c1-c1csc(N/N=C/c2ccccc2Cl)n1
13	-15	CC(C)N(Cc1ccccc1)C(=S)NC1CCCCC1
23	-21	Cc1nc(SCc2ccccc2F)c2oc3ccccc3c2n1
4	-22	Cc1c(C)n(Cc2ccc(Cl)cc2)c2ccc(C(=O)NCCN3CCOCC3)cc12
14	-13	CC(O)c1nc2ccccc2n1C(C)c1ccccc1 (stereo unspecified)
15	-16	O=C(COC(=O)c1ccccc1F)c1ccc(-n2nncc2-c2ccco2)cc1
14	-22	COc1ccc(NC(=O)C2CC(=O)n3cnnc3S2)cc1 (stereo unspecified)
13	0	O=C(COC(=O)CCN1C(=O)c2ccccc2C1=O)Nc1ccccc1[N+](=O)[O-]
18	-7	O=C(CN1C(=O)CSc2ccc(S(=O)(=O)N3CCCCC3)cc21)NCc1ccccc1
11	-9	CCCCN1C(=O)CC(C(=O)O)C1c1ccc(OC)cc1 (stereo unspecified)
7	-3	CCOC(=O)c1cn(Cc2ccc(C)cc2)nn1
5	-16	CCn1ncc(Br)c1C(=O)NC(C)c1ccccc1 (stereo unspecified)
-1	-9	COc1cc(/C=N/N2CCOCC2)ccc1OCc1ccc(Cl)cc1
11	-10	COc1ccc(OCC(=O)Nc2c3c(nn2-c2ccccc2)CS(=O)(=O)C3)cc1
12	-18	COc1cccc(N2CCN(S(=O)(=O)c3ccc(-c4coc(C)n4)cc3)CC2)c1
13	-2	COc1cc(S(=O)(=O)N2CCOCC2)ccc1NC(=O)COC(=O)C12CC3CC(CC(C3)C1)C2
9	-13	CCC(=O)N/N=C(\C)CC(=O)Nc1ccc(F)cc1
24	-9	O=C(N/N=C/c1cccnc1)c1cccc(NC(=O)c2ccccc2Cl)c1

Next structures follow.
OX1R antag-1	OX1R antag-2	Structure
11	-1	CCCc1cc(C(=O)NNC(=S)NC2CCCCC2)cs1
7	-47	C=CCn1c(SCC(=O)Nc2c(C)n(C)n(-c3ccccc3)c2=O)nc2sc(C)c(-c3ccccc3)c2c1=O
2	-9	Cn1c(SCC(=O)NC(=O)Nc2ccccc2)nnc1-c1ccncc1
6	-12	CC1CN(C(=O)COC(=O)COc2ccc(C#N)cc2)CC(C)O1 (stereo unspecified)
6	-24	COc1ccc(Nc2nnc(SCC3CCCCO3)s2)cc1 (stereo unspecified)
13	-7	Cn1c(N)c(C(=O)CSc2ncn[nH]2)c(=O)n(C)c1=O
9	5	CCOc1ccccc1NC(=O)Nc1ccon1
9	6	Cc1cc(C)cc(OC(=O)COc2ccccc2C)c1
17	-27	O=C(Nc1ccc(S(=O)(=O)Nc2cnc3ccccc3n2)cc1)c1ccc([N+](=O)[O-])cc1Cl
4	-11	COc1ccccc1CCN1CCCC(CN(C)C(=O)c2ccc3nc[nH]c3c2)C1 (stereo unspecified)
11	-14	CCc1ccc(NC(=O)CSc2nnc(CNC(=O)c3ccco3)o2)cc1
15	-3	CCN1CCN(C(=O)c2cc3c(s2)-c2c(C)cccc2OC3)CC1
3	-14	O=C(CN1CCN(S(=O)(=O)c2ccc3ccccc3c2)CC1)Nc1ccc(N2CCOCC2)cc1
15	-1	O=C(COc1ccccc1F)NNC(=O)c1ccc2c(=O)n3c(nc2c1)CCC3
15	-27	Cc1ccccc1NC(=O)c1cccc2nc3ccccc3nc12
64	-13	O=C1C2C(c3ccccc3)CC=CC2[C@H](c2cccc([N+](=O)[O-])c2)N1Cc1ccccc1 (stereo partly specified)
10	-4	CCOc1ccccc1NC(=O)NCc1ccco1
12	-11	Cc1c(C(=O)OC(C)C)[nH]c2c1C(=O)CCC2
13	-2	Cc1csc(NC(=O)CSc2nnc3ncccn23)n1
20	-21	Cc1c(C(=O)NCC(c2ccco2)N(C)C)oc2c(Cl)cccc12 (stereo unspecified)
15	12	Cc1ccc2c(c1)N(CC(=O)N1CCOCC1)C(=O)CO2
7	-6	O=C(NC1CCN(C(=O)Nc2cccc(Cl)c2)CC1)c1ccccc1
5	-36	CCOc1ccc(NC(=O)CSc2nc3ccccc3nc2N2CC(C)OC(C)C2)cc1 (stereo unspecified)

Outcome played no part in choosing rows; 2.1% or so of the library scored in one or more.
